From PubChem BioAssay
RXFP1 antagonist – RXFP1 (human) relaxin receptor antagonism; AID 1259400; activity change, negative = inhibition, % at 57.5 µM; 350,000 compounds, 0.59% hits; HEK293-RXFP1, relaxin-stimulated cAMP HTRF, 30 min; active compounds read low; Q9HBX9;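 active = activity change of -60% or lower, but not beyond a set lower limit; inconclusive = change between -60% and -40%, or beyond the set limit; inactive = change above -40%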; also: % is scaled to controls: 0 for no effect and ±100 for the full control effect
Target sequence (Q9HBX9 whole entry, looked up): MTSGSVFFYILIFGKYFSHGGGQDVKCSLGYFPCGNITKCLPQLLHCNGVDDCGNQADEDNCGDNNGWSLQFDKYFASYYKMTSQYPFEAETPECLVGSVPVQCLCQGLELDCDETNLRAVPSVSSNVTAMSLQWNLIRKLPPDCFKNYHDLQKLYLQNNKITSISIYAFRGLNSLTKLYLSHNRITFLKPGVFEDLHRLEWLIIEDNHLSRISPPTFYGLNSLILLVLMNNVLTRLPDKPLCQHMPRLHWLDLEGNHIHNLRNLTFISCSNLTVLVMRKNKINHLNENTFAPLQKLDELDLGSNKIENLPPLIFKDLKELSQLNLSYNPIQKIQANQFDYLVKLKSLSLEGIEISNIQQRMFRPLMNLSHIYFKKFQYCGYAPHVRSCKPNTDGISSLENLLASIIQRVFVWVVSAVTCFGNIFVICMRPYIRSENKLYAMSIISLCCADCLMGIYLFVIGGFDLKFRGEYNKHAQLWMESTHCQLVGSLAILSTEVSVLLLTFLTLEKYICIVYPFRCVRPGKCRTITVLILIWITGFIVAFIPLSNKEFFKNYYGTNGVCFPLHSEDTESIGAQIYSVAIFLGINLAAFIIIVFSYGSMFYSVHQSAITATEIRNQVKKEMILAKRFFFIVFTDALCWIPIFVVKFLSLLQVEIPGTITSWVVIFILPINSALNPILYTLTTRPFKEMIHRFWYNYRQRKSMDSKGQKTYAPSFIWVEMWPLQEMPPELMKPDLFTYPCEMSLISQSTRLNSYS
POLH inh – blocks human DNA polymerase eta activity | recombinant Pol eta, fluorescent DNA replication assay | Potency, µM (doses to about 114 µM), inactives show top-dose activity change, negative = inhibition, usual class: inhibitors | 390,000 compounds, 1.2% hits | Q9Y253; also: potency is read from the fitted curve at half-maximal effect; % is scaled to controls: 0 for no effect and ±100 for the full control effect
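Pol eta (10 nM) was preincubated with compounds for 15 min at room temperature, after which fluorescent replication substrate (50 nM final) was added to start the reaction. Fluorescence was read kinetically at 0 and 10 min.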
Tb PGK inh – inhibitors of T. brucei phosphoglycerate kinase; PGK/GAPDH coupled, Kinase-Glo luminescence, 60 min; 380,000 compounds, 0.043% hits; Potency, µM (doses to about 57.5 µM), inactives show top-dose activity change, negative = inhibition, hits mostly inhibitors; P07378; also: potency is read from the fitted curve at half-maximal effect; % is scaled to controls: 0 for no effect and ±100 for the full control effect; nearly all actives have a fitted effect of over 60% in size
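Recombinant glycosomal PGK reaction used 1,3-bisphosphoglycerate generated in-well by GAPDH (100nM final) in 100mM TEA pH 7.6, 5mM MgCl2, 0.01% Tween-20. After 60 minutes at room temperature, ATP was read by Kinase-Glo Plus luminescence end-point.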
APEX1 inh – APE1 (human) endonuclease inhibition. recombinant APE1, TAMRA/BHQ-2 abasic DNA cleavage fluorescence. Potency, µM (titrated, usually from 65.8 µM), for inactives: top-dose activity change, negative = inhibition, most hits filed as inhibitors. 350,000 compounds, 0.35% hits. P27695;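 also: potency is read from the fitted curve at half-maximal effect; plate controls were vehicle for no effect and reference inhibitor for full effect; nearly all actives have a fitted effect of over 55% in size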
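Endonuclease cleavage of a quenched abasic-site DNA duplex (50 nM) by APE1 (0.75 nM) was tracked by TAMRA dequenching. Compounds were preincubated with enzyme 15 min at room temperature; data normalized to buffer-only and DMSO wells plus NSC13755 control.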
BLM helicase inh – Bloom syndrome helicase (human) inhibition; P54132; recombinant BLM DNA unwinding, fluorescence dequenching; Potency, µM (doses to about 56.1 µM), inactives show at the highest dose activity change, negative = inhibition, most hits filed as inhibitors; 350,000 compounds, 0.2% hits;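 also: potency is read from the fitted curve at half-maximal effect; plate controls were vehicle for no effect and no enzyme for full effect; nearly all actives have a fitted effect of over 35% in size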
Apoferritin bind – candidate novel general anesthetic via apoferritin binding. P02791. Potency, µM (doses to about 77.5 µM), without a hit: top-dose activity change, negative = displacement, actives largely listed as inhibitors. 350,000 compounds, 0.074% hits. apoferritin/1-aminoanthracene competitive binding, fluorescence. AID 485281; also: potency is read from the fitted curve at half-maximal effect; % is scaled to controls: 0 for no effect and ±100 for the full control effect; nearly all actives have a fitted effect of over 20% in size
Target sequence (P02791 2-175 limits assumed): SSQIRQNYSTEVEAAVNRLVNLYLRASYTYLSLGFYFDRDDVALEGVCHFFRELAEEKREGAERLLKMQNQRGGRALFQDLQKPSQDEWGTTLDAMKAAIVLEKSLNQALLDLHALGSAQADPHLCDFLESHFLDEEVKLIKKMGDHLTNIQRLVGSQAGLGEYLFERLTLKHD
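10 uM apoferritin + 50% sat. 1-AMA, PBS; cpd 10 min RT; Ex380/Em535 endpoint; normalized to free probe vs complex; 4-param Hill fit; propofol titration as pos. ctrl.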
POLK inh – inhibitors of human DNA polymerase kappa; Q9UBT6; purified Pol kappa, fluorescent DNA synthesis assay, 10 min; Potency, µM (top dose mostly 107 µM), without a hit: top-dose activity, negative = inhibition, usual class: inhibitors; 400,000 compounds, 0.53% hits; also: potency is read from the fitted curve at half-maximal effect; % is scaled to controls: 0 for no effect and ±100 for the full control effect
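50 nM final substrate added after 15 min RT preincubation of 10 nM Pol kappa with compound; fluorescence read at 0 and 10 min.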
Pol iota inh – DNA polymerase iota (human) inhibition | Q9UNA4 | Pol iota fluorescent replication assay, 10 min | Potency, µM (series often up to 115 µM), for inactives: at the highest dose activity, negative = inhibition, most hits filed as inhibitors | 390,000 compounds, 1% hits | AID 588590; also: potency is read from the fitted curve at half-maximal effect
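Pol iota at 10 nM preincubated 15 min with compounds at room temperature; reaction started with fluorescent substrate, 50 nM final. Fluorescence read kinetically at 0 and 10 min; buffer-only wells as negative control.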
POLB inh – inhibitors of human DNA polymerase beta | Pol beta primer extension/strand displacement, fluorescence kinetic | 340,000 compounds, 1.3% hits | Potency, µM (titrated, usually from 114 µM), for inactives: top-dose activity change, negative = inhibition, most hits filed as inhibitors | P06746; also: potency is read from the fitted curve at half-maximal effect; % is scaled to controls: 0 for no effect and ±100 for the full control effect
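Preincubation: enzyme (10 nM) with compound, 15 min, RT. Reaction: substrate added to 50 nM final. Reads: 0 and 10 min. Analysis: normalized, Hill fit.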
* marks the source's active call; other numbers are inactive results; i = inactive; u = inconclusive; x = no result given; & = joins results of further samples; [ ] = dose if it differs, or a comment. Unless noted, calls follow the shape of the dose curve; as a rule, active = well fitted curve in the direction sought with a large enough effect; inconclusive = small, poorly fitted or top-dose-only effect, or another doubt; inactive = no such curve, though single readings can be large; an effect the other way counts as inactive or inconclusive. This is a subset; count on the stated rates, not on these rows.

Below each compound – RXFP1 antagonist, POLH inh, Tb PGK inh, APEX1 inh, BLM helicase inh, Apoferritin bind, POLK inh, Pol iota inh, POLB inh
- NC(=O)C1CCN(C(=O)c2cc(S(=O)(=O)N3CCOCC3)c(Cl)cc2Cl)CC1
  -9, -10%, 2%, -5%, -2%, 5%, -12%, 24%, 2%
- CCn1c(=O)c(C(=O)Nc2ccccc2)c(O)c2ccccc21
  2, 7%, -3%, 7%, -1%, 3%, -20%, u, 51%
- CC1=CC(=C(C#N)C#N)C=C(C)N1Cc1ccccc1
  0, u, 3%, 9%, 1%, 1%, -10%, 46%[activator], 13%
- COc1cccc(-c2n[nH]c(=S)n2Cc2ccco2)c1
  -11, 35µM*, 1%, -1%, -9%, 5%, -94%, u, u
- CC(=O)C1CCC2C3CC=C4N(C)C(=O)CCC4(C)C3CCC12C (stereo not given)
  19, -6%, 2%, x, x, x, -3%, 18%, x
- Cc1ccc(C(=O)Nc2ncccc2S(=O)(=O)c2ccccc2)cc1
  -9, -11%, -9%, 14%, -2%, -9%, 8%, -10%, 86%
- Cc1ccccc1NC(=O)Cc1nc(COC(=O)COc2ccccc2C(C)C)cs1
  4, -12%, -13%, -24%, x, x, -7%, -3%, x
- CC(C)(C)c1cc(NC(=O)Nc2ccc(Br)cc2Cl)no1
  -22, -13%, -1%, 5%, -9%, -23%, -2%, 16%, 33%[activator]
- Cc1nn(-c2ccccc2)c(Cl)c1C(=O)N(C)c1nc(-c2ccc(F)cc2)cs1
  x, x, x, 11%, 2%, 2%, x, x, -12%
- O=C(NCCNC(=O)c1ccc([N+](=O)[O-])cc1)c1ccncc1
  15, -9%, -2%, 1%, 3%, -5%, 0%, 76%[activator], 17%
- O=C(NC1CC2CCCC(C1)N2C(=S)NCCc1ccccc1)C1CC1 (stereo not given)
  3, -5%, i, -3%, 1%, -2%, -10%, -24%, 1%
- Clc1ccc(CSc2nncn2-c2ccc3c(c2)OCCO3)cc1
  -12, -12%, i, -3%, -3%, -10%, 6%, -6%, 2%
- NC(Cc1ccc(Cl)cc1)C(=O)O (stereo not given)
  -14, -4%[57.1 µM], x, 0%&0%, 0%, x, 0%[60.1 µM], 3%[58.9 µM], 8%[57.1 µM]
- CCN(Cc1ccccc1)C(=O)CSc1ncn[nH]1
  12, -10%, -2%, 9%, -2%, -1%, -13%, 26%, 55%
- CCOC(=O)c1cccc(NC(=O)CCc2ccccc2)c1
  7, -12%, 2%, -3%, -4%, -15%, -9%, -15%, -1%
- c1ccc2c(OCCCCN3CCCC3)cccc2c1
  0, -17%, -6%, 40%[activator], 1%, -9%, 12%, 8%, 14%
- Cc1cn(C(C)C)c(=O)n(-c2ccccc2)c1=O
  3, -10%, -9%, x, x, x, 3%, 9%, x
- CCOC(=O)c1c(C)[nH]c(C)c1C=O
  -13, -13%, i, -4%, -1%, -3%, 2%, 182%[activator], 8%
- Cn1c(SCC(=O)N2CCOCC2)nc2c(c1=O)SCC2
  -8, -3%, -2%, 36%, -1%, -9%, -1%, -2%, -1%
- Cc1ccc(S(=O)(=O)N2CCC(=O)N(C(COC(=O)Nc3ccccc3)Cc3ccccc3)CC2)cc1 (stereo not given)
  x, -13%, i, -5%[50.4 µM], -5%&-2%, 16%&-1%, -26%[60.1 µM], 39%[activator], 25%
- Nn1c(SCC(=O)NCc2ccc3c(c2)OCO3)nnc1C1CC1
  u, 3%, 10%, 0%, -1%, -12%, 6%, 2%, -1%
- CC1(C)c2[nH]c3ccccc3c2C[C@@H]2C(=O)N(c3ccc(F)cc3F)C(=O)N21
  x, -22%, -3%, x, x, x, 0%, 10%, x
- Cc1cc(N2CCOCC2)nc(SCc2c(Cl)cccc2Cl)n1
  -10, -23%, -6%, 6%, -3%, 7%, -4%, -8%, 9%
- Cc1cccc(C(=O)NCc2nnc(SCC(=O)Nc3ccccc3F)n2-c2ccccc2)c1
  -23, 6%, -1%, x, -4%, 0%, 4%, 1%, 49%
- CC(O)(CS(=O)(=O)Cc1ccc(Cl)cc1)C(=O)Nc1cccc(C(F)(F)F)c1 (stereo not given)
  -20, -19%, i, -3%, -7%, -22%, -8%, -1%, 78%
- Nc1c(S(=O)(=O)c2ccccc2)nnn1-c1ccccc1
  6, -8%, -3%, -1%, 0%, -7%, -11%, 20%, -3%
- CCCc1cc(C(N)=O)c(NC(C)=O)s1
  -5, -10%, -10%, 0%, -7%, 3%, -8%, -3%, 2%
- O=C(NCc1cc([N+](=O)[O-])ccc1O)c1cccnc1Sc1ccc(Cl)cc1
  -26, -3%, -1%, 10%, -10%, -19%, 2%, 14%, 5%
- COC(=O)CCSc1nc(N2CCOCC2)c2c(c1C#N)CC(C)(C)OC2
  6, -8%, 5%, -4%, -3%, -6%, -23%, 11%, 55%
- N#Cc1ccccc1NC(=O)CSc1nnc(-c2ccncc2)o1
  9, -6%, i, -1%, 4%, -3%, 13%, 60%[activator], 10%
- COc1ncnc2sc(-c3ccccc3)cc12
  -14, -16%, x, 2%, 3%, -9%, 9%, 51%[activator], 12%
- Cc1ccccc1Oc1nc2ccccn2c(=O)c1/C=C(\C#N)C(=O)Nc1c(C)n(C)n(-c2ccccc2)c1=O
  15, -21%, -10%, 0%, -3%, -11%, -18%, -15%, -13%
- COc1ccc(C(=O)N=C2SC3CS(=O)(=O)CC3N2c2ccc(N(C)C)cc2)cc1OC (stereo not given)
  -76*, -7%, i, -11%, -13%, -4%, 14%, -1%, 0%
- CC(=O)c1cccc(NC(=O)C2CCCN(S(=O)(=O)c3ccccc3)C2)c1 (stereo not given)
  0, -3%, i, 2%, -2%, -5%, -11%, -29%, -6%
- Oc1ccccc1-c1nnc(-c2ccc(C(F)(F)F)cc2)o1
  9, -1%, 5%, -4%, 1%, -12%, -4%, 9%, u
- O=C(N/N=C/c1cc2c(cc1Cl)OCO2)c1ccncc1
  3, -3%, -1%, -2%, -2%, -8%, -22%, -4%, u
- O=C(CSc1nnc(SCc2ccc(Cl)cc2)s1)N1CCOCC1
  4, -13%, 2%, -10%, -1%, -12%, -7%, 32%[activator], 8%
- CC1(OC(=O)C2CCCC2)C(=O)C=C2C=C(c3ccsc3)N(C(CO)CO)C=C2C1=O (stereo not given)
  x, 0%, 2%, u, -5%[12.4 µM], 1%, -17%, 50%[activator], 3%
- Cc1cc(Cl)ccc1OCC(=O)N(Cc1ccc(N(C)C)cc1)C1CCS(=O)(=O)C1 (stereo not given)
  -28, -16%, 18%, x, -4%, -2%, -15%, -13%, 8%
- Cc1cc(N2CCOCC2)nc(-c2ccc([N+](=O)[O-])cc2)n1
  x, -16%, -2%, 0%, -1%, -10%, -4%, 18%, -13%
- O=C(Cn1nnc(-c2ccccc2)n1)N/N=C/c1ccco1
  8, -12%, -9%, -1%, -2%, -8%, 10%, -28%, -2%
- COc1cccc(C2C3=C(CCCC3=O)Nc3nc(-c4cc(OC)c(OC)c(OC)c4)nn32)c1 (stereo not given)
  12, -24%, 18%, -8%, -6%, -14%, -2%, 11%, -7%
- CCCCC(=O)Nc1ccc(N2CCN(c3ccc(F)cc3)CC2)cc1
  5, -24%, -1%, 10%, -3%, 7%, 2%, 38%[activator], -14%
- CCCCN(Cc1ccco1)S(=O)(=O)c1c[nH]c(C(=O)OC)c1
  -18, -19%, 0%, -7%, -5%, -12%, 2%, 5%, 3%
- CN(C/C=C/c1ccccc1)C1CCCCC1
  -8, -3%, -10%, -6%, -8%, -7%, 6%, 2%, 0%
- CC(C)(OC(=O)c1ccc(C(F)(F)F)cc1)c1cc2ccccc2c(=O)o1
  x, -24%, -10%, -19%, x, x, -8%, 34%[activator], x
- CC(=O)N/C(=C\c1ccccc1)C(=O)NC(C)C(=O)O (stereo not given)
  -14, -4%, -1%, -3%, 0%, 2%, 7%, 123%[activator], -12%
- Cc1cc(C)n(-c2ccc(C(=O)NC(C)C)cc2)n1
  5, -7%, -1%, -7%, -4%, -10%, 0%, 7%, 14%
- O=C(COC(=O)/C=C/c1ccco1)Nc1cccc([N+](=O)[O-])c1
  3, u, u, -1%, 4%, -4%, -41%, -45%, u
- CCOC(=O)c1cnc(SCc2nc(N)nc(Nc3ccccc3)n2)nc1N
  3, -18%, -9%, -2%, -5%, -13%, -11%, 13%, 1%

New compounds follow.
Below each compound – RXFP1 antagonist, POLH inh, Tb PGK inh, APEX1 inh, BLM helicase inh, Apoferritin bind, POLK inh, Pol iota inh, POLB inh
- CCN1C(=O)CC(c2ccc(OC(C)C)cc2)C1=O (stereo not given)
  2, -13%, -8%, -2%, -3%, -2%, -2%, 141%[activator], -19%
- O=C(O)C(=Cc1ccccc1)Cc1ccccc1
  -5, 0%, -1%, x, x, x, -16%, 26%, x
- Clc1ccc(-c2csc(=Nc3cccnc3)n2CCCn2ccnc2)cc1Cl
  0, -13%, -5%, -4%, 1%, -13%, 1%, 9%, 2%
- Clc1ccc(Cn2c(-c3cccnc3Cl)nc3ccccc32)cc1
  -14, -13%, 1%, -1%, -8%, -15%, 0%, -7%, -16%
- Cc1nnc(NCc2ccc(Cl)cc2)c2c1nnn2Cc1ccc(F)cc1
  -5, -23%, 2%, x, 1%, -11%, -4%, 5%, 14%
- Oc1ccc(F)cc1-c1cc(-c2ccc3c(c2)OCCO3)n[nH]1
  -5, -11%, 0%, -7%, -7%, u, -14%, 6%, -1%
- CCN(CC)S(=O)(=O)c1ccc2c(c1)nc(CN(C)C(=O)Nc1ccc(F)cc1)n2C
  x, -8%, -4%, x, -12%, -11%, -11%[60.1 µM], 10%, -11%
- Cn1c(N)c(C(=O)COC(=O)CCC2CCCCC2)c(=O)n(C)c1=O
  -12, -10%, 6%, 13%, -6%, u, -8%, 85%[activator], -23%
- CNc1nc2sc3c(c2c(=O)n1C)CC(C)(C)SC3
  4, -16%, -6%, -5%, 0%, u, 1%, 5%, u
- CCN(CC)CCCn1c2c(c(SCC(=O)Nc3nc(C)cs3)nc1=O)CCC2
  -11, -1%, -3%, 17%, x, x, -9%, 30%[activator], x
